Compound activity from PubChem.
FXIa inh 1536 = factor XIa (human) inhibition | purified FXIa, Boc-Glu-Ala-Arg-AMC fluorogenic substrate | P03951 | inhibition, % at 5 µM | 220,000 compounds, 0.14% hits;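 active = inhibition of at least 40%; inactive = inhibition below 40%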;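 note: fluorescence of freed AMC excited at 355 nm; 0% = enzyme without compound and 100% = no enzyme blank; many of its hits are not listed in these tables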
hK5 inh = kallikrein 5 (human) inhibition; Q9Y337; recombinant hK5, fluorogenic AMC substrate cleavage; inhibition, % at 5 µM; 210,000 compounds, 0.59% hits;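 active = inhibition of 40% or more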;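 note: 0% = enzyme controls without compound and 100% = no-enzyme blanks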
Target sequence (Q9Y337 67-293 limits assumed): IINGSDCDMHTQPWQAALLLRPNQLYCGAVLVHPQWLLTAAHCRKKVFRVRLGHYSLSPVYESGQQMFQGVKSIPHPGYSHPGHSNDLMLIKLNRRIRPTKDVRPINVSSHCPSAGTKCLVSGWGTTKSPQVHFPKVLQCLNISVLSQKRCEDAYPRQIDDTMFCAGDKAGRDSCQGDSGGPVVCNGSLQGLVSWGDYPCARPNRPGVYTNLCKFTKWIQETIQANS
FXIIa inh 1536 = inhibitors of human coagulation factor XIIa; P00748; purified FXIIa, Boc-QGR-AMC fluorogenic substrate, 2 h; inhibition, % at 5 µM; 220,000 compounds, 0.3% hits; AID 800; in the data active = inhibition above about 40%;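 note: 0% = enzyme with no compound and 100% = blank without enzyme; many of its hits are not listed in these tables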
Target sequence (P00748 20-372 limits assumed): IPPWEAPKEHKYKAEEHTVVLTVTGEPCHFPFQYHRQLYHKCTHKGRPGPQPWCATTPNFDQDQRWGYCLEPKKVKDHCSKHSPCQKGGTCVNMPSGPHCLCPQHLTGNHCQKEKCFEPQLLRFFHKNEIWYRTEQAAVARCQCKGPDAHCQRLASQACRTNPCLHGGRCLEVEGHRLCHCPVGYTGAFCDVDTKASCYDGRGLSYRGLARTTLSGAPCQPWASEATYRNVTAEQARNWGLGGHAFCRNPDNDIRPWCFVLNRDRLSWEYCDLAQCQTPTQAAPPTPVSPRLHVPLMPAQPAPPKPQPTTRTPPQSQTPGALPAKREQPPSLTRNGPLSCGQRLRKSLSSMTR
Target sequence (P00748 373-615 limits assumed): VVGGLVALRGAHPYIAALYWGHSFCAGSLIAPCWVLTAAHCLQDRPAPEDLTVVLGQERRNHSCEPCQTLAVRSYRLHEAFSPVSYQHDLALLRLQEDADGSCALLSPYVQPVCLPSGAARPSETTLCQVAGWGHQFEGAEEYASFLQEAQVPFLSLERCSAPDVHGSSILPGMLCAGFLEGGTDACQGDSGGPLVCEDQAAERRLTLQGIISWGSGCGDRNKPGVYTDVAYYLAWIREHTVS
Runt-CBFb FRET = inhibitors of human RUNX1 Runt domain binding to CBFb | Q01196+Q13951 | Cerulean-Runt/Venus-CBFb FRET ratio 530/480, 1 h | inhibition, % at 20 µM | 220,000 compounds, 0.46% hits;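 active = inhibition over about 50% at 20 µM in the single-dose screen, limit read from the data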;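 note: 0% = DMSO wells and 100% = excess unlabeled CBFb competitor control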
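Measured by: fluorescence energy transfer, 422 nm excitation, 530/480 nm emission; test system: Cerulean-tagged RUNX1 Runt domain (FRET donor) fusion protein; buffer or medium: Tris pH 7.5 buffer with BSA; compound: one dose, 20 µM compound, 1% DMSO; times: two 1 h room-temperature incubations shielded from light; benchmarks: unlabeled CBFb 5 µM, positive control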
14-3-3 Bad inh = disrupts binding of bovine 14-3-3 zeta to phospho-Bad peptide | P63103 | TR-FRET 14-3-3zeta/Dy647-pBad peptide displacement, 1 h | inhibition, % at 21.7 µM | 220,000 compounds, 0.71% hits | AID 781;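 active = inhibition above about 70%, limit read from the data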;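 note: 0% = full 14-3-3 plus peptide FRET controls and 100% = background without 14-3-3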
Target sequence (P63103 whole entry, looked up): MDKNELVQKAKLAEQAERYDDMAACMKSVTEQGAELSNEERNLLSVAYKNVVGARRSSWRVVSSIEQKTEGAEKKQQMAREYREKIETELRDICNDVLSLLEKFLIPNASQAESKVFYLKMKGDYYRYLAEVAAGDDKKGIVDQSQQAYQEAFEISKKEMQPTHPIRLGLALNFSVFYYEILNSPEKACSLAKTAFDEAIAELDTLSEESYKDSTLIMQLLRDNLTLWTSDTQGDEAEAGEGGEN
thrombin 1536 = thrombin (human) inhibition | alpha-thrombin, Boc-VPR-AMC fluorogenic substrate cleavage | inhibition, % at 5 µM | 220,000 compounds, 0.26% hits;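 active = inhibition at or above 40%; inactive = inhibition below 40%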;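 note: 0% = enzyme with no compound and 100% = wells without enzyme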
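Test system: human alpha-thrombin protein / Dosing: one concentration per compound, 5 µM, with 0.2% DMSO / Medium: pH 7.5 Tris-saline with Tween 20 / Benchmarks: no-compound enzyme wells and no-enzyme blanks / Read-out basis: percent inhibition of thrombin substrate cleavage / Timing: reaction at room temperature / Measured by: fluorescence, ex 355 nm, em 460 nm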
Wee1 stabilizer = blocks degradation of human Wee1 kinase; reporter increase, % at 5 µM; HeLa Luc-Wee1K328M stability, luciferase luminescence; 100% = proteasome inhibitor MG132 effect; P30291; 220,000 compounds, 1.2% hits;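 active = activation above the mean of all tested compounds plus 3 SD, set per screening run, cut at about 8.8% in these data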;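 note: cells exposed to compound for 20 h before luminescence read; 0% = DMSO alone and 100% = MG132 at 30 µM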
Runt-SMMHC FRET = blocks binding of human RUNX1 Runt domain to CBFb-SMMHC | Q01196+Q13951 | 220,000 compounds, 0.74% hits | inhibition, % at 20 µM | Cerulean-Runt/Venus-CBFb-SMMHC FRET ratio 530/480, 1 h;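 active = mean inhibition across duplicate retests at 20 µM reaching about 50%, limit read from the data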;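 note: 0% = DMSO wells and 100% = wells with excess untagged CBFb-SMMHC; inhibitors lower the FRET ratio by blocking Runt binding to CBFb-SMMHC; some results filed as inactive read as strong as hits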
Hck Nef HTS = human Hck-Nef kinase inhibition. AID 463187. inhibition, % at 20 µM. 220,000 compounds, 0.68% hits. P08631. Recombinant Hck-YEEI plus Nef, Z-Lyte FRET kinase assay;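 active = Hck-Nef kinase inhibition above about 50%, limit read from the data; inactive = inhibition below that limit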;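 note: 0% = DMSO with Hck plus Nef and 100% = Hck alone without Nef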
* marks the source's active call; other numbers are inactive results; x = not tested or not shown; [ ] = another dose, or the depositor's remark.

# | SMILES | FXIa inh 1536 | hK5 inh | FXIIa inh 1536 | Runt-CBFb FRET | 14-3-3 Bad inh | thrombin 1536 | Wee1 stabilizer | Runt-SMMHC FRET | Hck Nef HTS
1 | Cn1c(SCC(=O)Nc2ccccc2-c2ccccc2)nnc1-c1ccco1 | 17 | 0 | 23 | 8 | 4 | 1 | -1 | 4 | -1
2 | COc1ccc(N(CC(=O)NC2CCCCC2)S(=O)(=O)c2c(C)[nH]c(=O)[nH]c2=O)cc1 | 4 | -25 | 13 | -2 | 2 | -3 | -1 | 0 | 1
3 | COc1ccccc1C(=O)NC(=S)NNC(=O)c1sc2ccccc2c1Cl | 6 | -82 | 10 | 0 | 38 | -8 | 0 | -4 | 0
4 | Cc1cc(C)c2nc(NC(=O)C3CC(=O)N(Cc4ccco4)C3)sc2c1 (stereo not drawn) | -6 | -4 | 5 | -3 | -4 | 0 | -2 | 1 | 25
5 | COc1ccc(CNC(=O)CCS(=O)(=O)c2cccc3nonc23)cc1 | 0 | 0 | 14 | 0 | -8 | -3 | 4 | -2 | -2
6 | CC(C)CCNC(=O)COc1ccc2c(c1)C(=O)CC(C)(C)O2 | -4 | 0 | 5 | 1 | 10 | -4 | 2 | 4 | 1
7 | Brc1ccc(C2Nc3cccc4cccc(c34)N2)o1 | -5 | 9 | -4 | 1 | 2[fluorescence artefact?] | -6 | -2 | -34 | 1
8 | S=C(Nc1ccccc1Cl)N(Cc1ccccc1)Cc1ccccn1 | -1 | -9 | 5 | 2 | -6 | 5 | 1 | -5 | -1
9 | O=C(Cc1nnc(NC(=O)Nc2ccccc2)s1)NCc1ccccc1 | 14 | -2 | 9 | 1 | 4[fluorescence artefact?] | 10 | -1 | 5 | 0
10 | NC(=O)c1ccc(N2CCN(c3ccc(O)cc3)CC2)c([N+](=O)[O-])c1 | 0 | -9 | 8 | 47 | -11 | 6 | -3 | 26 | 3
11 | NC(=O)COC(=O)c1ccc(Cl)c(S(=O)(=O)N(Cc2ccccc2)c2ccc(Cl)cc2)c1 | 3 | -7 | 9 | -7 | 2 | -10 | 4 | -5 | 0
12 | CCCc1[nH]nc2c1C1(CCOC1C)C(C#N)=C(N)O2 (stereo not drawn) | -4 | -21 | 3 | -1 | -10[fluorescence artefact?] | -2 | 0 | 1 | 0
13 | O=c1[nH][nH]cc1C=NCc1cccnc1 | -1 | 0 | 5 | 1 | -5 | -4 | -2 | 0 | 7
14 | CC1C(=O)CC(c2ccccc2)NC1c1ccccc1 (stereo not drawn) | -1 | 19 | 1 | 1 | 1 | 2 | -1 | -4 | 1
15 | O=C(Cc1cccs1)NCc1cccc(F)c1 | -4 | x | 1 | 0 | -3 | -5 | 0 | 1 | 6
16 | CCOc1ncccc1C(=O)OCc1c(Cl)cccc1Cl | -5 | -18 | 1 | -2 | -8[fluorescence artefact?] | -12 | -1 | 7 | 4
17 | CC(C)(C)n1nnnc1C(c1cccc(C#N)c1)N1CCN2CCCC2C1 (stereo not drawn) | 3 | -17 | 10 | 2 | 1[fluorescence artefact?] | -1 | 0 | 1 | 0
18 | CCOC(=O)C1=C(C)C2C3C(=O)N(c4ccc(C)cc4C)C(=O)C3C1(C)C1C(=O)N(c3ccc(C)cc3C)C(=O)C21 (stereo not drawn) | 3 | -15 | 5 | -6 | -9 | -7 | -1 | 1 | 5
19 | CCCn1c(N)c(C(=O)CSc2nc3ccccc3c(=O)n2Cc2ccccc2)c(=O)[nH]c1=O | -2 | -3 | 5 | 2 | 61 | -7 | -2 | -4 | 18
20 | O=C(Nc1ccccc1-c1nc2ccccc2[nH]1)c1ccc(S(=O)(=O)N2CCCCC2)cc1 | -10 | 4 | -7 | -7 | 13[fluorescence artefact?] | -2 | 0 | -10 | 1
21 | COc1ccc(NC(=O)CN(c2ccc(C)cc2)S(=O)(=O)c2c(C)nn(C)c2C)cc1OC | 3 | 5 | 8 | 1 | -6 | 5 | -2 | -4 | 1
22 | O=S(=O)(c1ccc(-c2csc(=Nc3ccccc3)n2CCCN2CCOCC2)cc1)N1CCOCC1 | -4 | 0 | 6 | -8 | -6 | -1 | 4 | -11 | 0
23 | COc1ccc(S(=O)(=O)N(CCCN2CCCC2=O)Cc2cc3c(C)cc(C)cc3[nH]c2=O)cc1 | -6 | 133* | -1 | -6 | 16 | 6 | 3 | -9 | 2
24 | O=C(Cc1ccsc1-c1ccccc1)NO | 1 | -13 | 16 | 2 | x | 0 | 4 | -2 | 2
25 | O=C(CN1C(=O)c2ccccc2S1(=O)=O)c1ccc2c(c1)OCCCO2 | 2 | 15 | 5 | 1 | 0 | -3 | -5 | -1 | 3
26 | O=[N+]([O-])c1cccnc1Oc1ccc(F)cc1 | 4 | -10 | 9 | 0 | 5 | -3 | -3 | 0 | -5
27 | Nc1c(Cl)ncnc1N/N=C/c1cccc(O)c1 | -1 | -3 | 6 | 1 | -4 | -2 | 1 | -3 | 45
28 | CC(C)Sc1nc2c(c(=O)n1-c1ccc(F)cc1)SCC2 | -14 | -17 | 2 | -4 | -9 | -2 | 2 | 1 | 1
29 | CCCCNS(=O)(=O)c1ccc2nc(SCC(=O)N3CC(C)OC(C)C3)[nH]c2c1 (stereo not drawn) | -5 | -6 | 13 | -1 | -23 | -6 | 1 | 0 | 2
30 | CCN(C(=O)Cn1c(=O)oc2cc(S(=O)(=O)N3CCOCC3)ccc21)c1ccccc1 | -3 | 0 | -2 | 3 | 1 | -6 | 5 | -3 | 15
31 | CC1C[C@@]2(NC(=O)NC2=O)C(C)CN1C (stereo partly drawn) | -1 | -5 | 8 | -2 | 9 | -3 | 1 | 1 | 0
32 | Cn1c([N+](=O)[O-])cnc1N1CCN(c2nncs2)C1=O | 5 | 0 | 8 | 0 | 3 | -5 | 3 | -5 | 6
33 | Cc1ccc(N2CCN(C(=O)c3ccccc3NC(=O)c3ccccc3C(=O)O)CC2)cc1 | 16 | -8 | 21 | -1 | 7 | -5 | -1 | 0 | 6
34 | CC(=C/c1ccco1)/C=N/NC(=O)Cc1cccn1C | 20 | -4 | 7 | 4 | 5 | -1 | 7 | -3 | 3
35 | Cc1cccc(-n2c(Cc3cc(=O)[nH]c(=O)[nH]3)nnc2SCC(=O)N2CCCCC2)c1 | 4 | -6 | 12 | 1 | 1 | 0 | 2 | 1 | 1
36 | O=[N+]([O-])c1ccc(-c2ccc(/C=N/O)o2)cc1 | 3 | 3 | 12 | 2 | 6 | 0 | 1 | -14 | 17
37 | CC(C)C(=O)N1CCC2(CC1)Oc1ccc(Cl)cc1C(=O)C21CC(c2ccc(Cl)cc2)=NO1 (stereo not drawn) | 3 | 3 | 7 | 2 | 1 | 1 | x | -1 | 19
38 | O=C(CCCN1C(=O)c2cccc3cccc(c23)C1=O)N1CCN(Cc2ccc3c(c2)OCO3)CC1 | 1 | -11 | 15 | 0 | 13 | 1 | -3 | -11 | -1
39 | COc1ccccc1NCCC(=O)OCC(=O)NC1CCCCCC1 | 17 | -1 | 26 | 0 | 3 | 0 | 1 | 2 | 3
40 | COc1ccc(C2=NN(C(=O)c3ccco3)C(c3cc4ccccc4nc3Cl)C2)cc1 (stereo not drawn) | 2 | 2 | 11 | -3 | 39 | 4 | 0 | -3 | 51*
41 | CSc1nc2sc3c(c2c(=O)n1C)CCCC3 | 2 | -22 | 11 | -2 | -6 | 0 | 1 | -2 | -1
42 | O=c1[nH]c(SCCOc2cccc3ccccc23)nc2ccccc12 | 2 | 3 | 9 | -1 | 3 | -7 | 6 | -3 | 19
43 | CCn1c(SCc2ccc(C#N)cc2)nnc1-c1ccc(S(=O)(=O)N2CCCCC2)cc1 | 4 | -4 | 5 | 0 | 7 | -5 | 3 | -1 | 1
44 | CCNC(=O)C1CN(S(=O)(=O)c2ccccc2)CCN1S(=O)(=O)c1ccccc1 (stereo not drawn) | 23 | -19 | 16 | 0 | -3 | 3 | 1 | 0 | -1
45 | COC(=O)Cn1cc(C(=O)c2ccco2)c2ccccc21 | -1 | 11 | 6 | 0 | 0[fluorescence artefact?] | -2 | -1 | 0 | 1
46 | CC(C)Cn1c(N2CCN(C(=O)c3cccs3)CC2)nc2ccccc21 | 2 | 15 | 14 | -2 | 7 | 2 | -4 | -3 | 3
47 | Cc1cc(N2CCOCC2)ccc1/C=C1\NC(=O)N(CC(=O)Nc2ccccc2C)C1=O | 7 | -10 | 17 | 0 | -5 | 1 | -1 | -6 | 2
48 | COc1cc(CNC(C)c2ccccc2)cc(Cl)c1OCC(=O)Nc1ccccc1 (stereo not drawn) | -8 | -10 | -1 | -4 | 0 | -5 | 7 | -3 | 7
49 | O=C1CCCN1CCNC(=S)Nc1ccccc1 | -14 | -7 | 1 | 0 | -7 | -3 | 0 | 0 | 2
50 | O=C(CCc1ccccc1)NCC(=O)N/N=C/c1ccc(O)cc1O | 2 | -2 | 9 | 6 | -10 | 1 | 1 | 4 | 19
51 | Cc1oc(CC(C)C)cc1C(=O)Nc1ccc(C(=O)O)cc1 | 2 | 3 | -2 | 0 | -1 | -20 | 5 | 0 | 4
52 | Cc1cc(C)n(-c2nnc(NC34CC5CC(CC(C5)C3)C4)nn2)n1 | 0 | -12 | 4 | -1 | 18 | -11 | 4 | 3 | 6
53 | COc1ccc(C(=O)N2CCCC2)cc1S(=O)(=O)N1CCC(C)CC1 | 2 | -4 | 14 | -1 | -1 | 4 | 3 | -1 | -16
54 | Cn1c(=O)c2c(ncn2CC(=O)Nc2ccccc2)n(C)c1=O | -8 | -8 | 8 | 0 | 4 | -7 | -1 | -1 | 1
55 | Fc1cccc(/C=N/Nc2ccccn2)c1 | 0 | 3 | 10 | -1 | -27 | -1 | 2 | -8 | 26
56 | O=C(N1CCOCC1)N1CCN(C(=O)N(c2ccccc2)c2ccccc2)CC1 | 4 | -10 | 11 | 3 | 0 | 6 | 2 | -2 | 3
57 | Fc1ccccc1/C=C1\CCCC2=C1NC(=S)NC2c1ccccc1F (stereo not drawn) | -4 | -18 | -6 | 36 | -13 | 1 | -2 | 24 | 4
58 | COc1cc(C2NC(=O)NC(c3ccccc3)=C2C(C)=O)c(Cl)cc1OCC(=O)O (stereo not drawn) | 4 | 25 | 12 | 0 | -6 | 7 | 2 | -5 | 20
59 | Cc1cc(C)n2ncc(C(=O)NCCc3ccccc3)c2n1 | 5 | 3 | -1 | -1 | 18 | 4 | -2 | -1 | 2
60 | COc1cc(/C=C2\SC(=S)N(Nc3ccccc3)C2=O)ccc1O | 8 | 1 | 12 | -21 | -16 | 1 | 1 | -61 | 3

Structures listed so far that bear a hit mark in Hck Nef HTS:
# | SMILES | FXIa inh 1536 | hK5 inh | FXIIa inh 1536 | Runt-CBFb FRET | 14-3-3 Bad inh | thrombin 1536 | Wee1 stabilizer | Runt-SMMHC FRET | Hck Nef HTS
40 | COc1ccc(C2=NN(C(=O)c3ccco3)C(c3cc4ccccc4nc3Cl)C2)cc1 (stereo not drawn) | 2 | 2 | 11 | -3 | 39 | 4 | 0 | -3 | 51*
